LEDGF integ inh: blocks HIV-1 LEDGF/p75-dependent DNA integration. TR-FRET IN-LEDGF/p75 DNA integration, Eu/Cy5. inhibition, % at 3.7 µM. 370,000 compounds, 0.64% hits;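 active = inhibition above the screen-wide mean plus 3 SD, cut at about 13% in these data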;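 also: signal is the Cy5 over europium emission ratio at 671 and 618 nm; 0% = plate median of compound wells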
ADAM10 inh: inhibitors of human ADAM10; recombinant ADAM10, EDANS/DABCYL FRET peptide cleavage, 3 h; inhibition, % at 7 µM; 370,000 compounds, 0.62% hits; AID 720582;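 active = inhibition above a per-campaign cutoff equal to the mean of compounds falling between control-based bounds plus 3 SD, cut at about 20% in these data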;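 also: 0% = DMSO wells while the 100% control is not disclosed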
Tn6 DDE FP: disrupts Tn6 cyclic peptide binding to fibrin D-Dimer-E complex; Fibrin DD(E) TRITC-Tn6 fluorescence polarization displacement; inhibition, % at 8.3 µM; 370,000 compounds, 0.21% hits; AID 720509;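 active = inhibition above a per-campaign cutoff: mean of compounds within control limits plus 3 SD, cut at about 15% in these data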;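 also: 0% = median of all compound wells on the plate and 100% = blocking peptide control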
PLCg1 inh: PLC-gamma1 (human) inhibition, primary screen | purified PLC-gamma1, fluorogenic substrate, fluorescence | inhibition, % at 12.2 µM | 370,000 compounds, 0.84% hits; in the data active = inhibition above about 9.5%
Target sequence (P19174 whole entry, looked up): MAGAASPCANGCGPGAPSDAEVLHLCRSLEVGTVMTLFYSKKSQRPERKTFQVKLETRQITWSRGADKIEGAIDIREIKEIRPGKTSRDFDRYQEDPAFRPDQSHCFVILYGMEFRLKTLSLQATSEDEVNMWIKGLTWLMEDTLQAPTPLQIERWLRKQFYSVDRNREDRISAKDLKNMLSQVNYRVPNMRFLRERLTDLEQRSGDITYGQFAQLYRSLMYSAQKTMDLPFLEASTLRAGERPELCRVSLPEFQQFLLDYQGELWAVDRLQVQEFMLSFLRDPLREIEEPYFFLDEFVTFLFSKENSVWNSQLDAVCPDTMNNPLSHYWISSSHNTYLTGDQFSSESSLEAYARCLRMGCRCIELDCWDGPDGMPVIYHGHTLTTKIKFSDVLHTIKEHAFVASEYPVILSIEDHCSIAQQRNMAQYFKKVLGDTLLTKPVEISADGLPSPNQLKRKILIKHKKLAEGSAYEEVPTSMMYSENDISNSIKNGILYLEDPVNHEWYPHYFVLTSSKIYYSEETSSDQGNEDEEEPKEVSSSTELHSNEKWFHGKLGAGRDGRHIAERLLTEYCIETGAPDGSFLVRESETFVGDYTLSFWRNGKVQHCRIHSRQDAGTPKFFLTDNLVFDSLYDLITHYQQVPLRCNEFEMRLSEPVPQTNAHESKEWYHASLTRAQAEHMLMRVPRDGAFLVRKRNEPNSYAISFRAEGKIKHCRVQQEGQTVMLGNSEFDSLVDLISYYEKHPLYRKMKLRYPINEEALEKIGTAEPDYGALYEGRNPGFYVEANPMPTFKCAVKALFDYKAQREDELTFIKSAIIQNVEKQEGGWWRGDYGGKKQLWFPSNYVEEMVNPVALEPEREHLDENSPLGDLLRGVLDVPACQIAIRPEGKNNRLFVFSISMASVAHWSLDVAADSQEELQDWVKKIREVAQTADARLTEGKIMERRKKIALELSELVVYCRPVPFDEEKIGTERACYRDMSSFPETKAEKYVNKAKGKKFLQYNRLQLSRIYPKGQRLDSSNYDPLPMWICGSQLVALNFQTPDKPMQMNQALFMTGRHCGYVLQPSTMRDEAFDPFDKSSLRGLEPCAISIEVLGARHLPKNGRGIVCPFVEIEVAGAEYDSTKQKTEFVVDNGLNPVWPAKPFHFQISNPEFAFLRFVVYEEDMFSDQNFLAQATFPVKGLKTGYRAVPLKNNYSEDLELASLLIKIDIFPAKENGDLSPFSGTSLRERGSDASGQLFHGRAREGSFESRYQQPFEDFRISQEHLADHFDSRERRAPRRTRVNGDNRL
DDE Tn7 FP inh: disrupts Tn7 cyclic peptide binding to fibrin D-Dimer-E complex | AID 720508 | inhibition, % at 8.3 µM | FP displacement of FITC-Tn7 peptide from fibrin DD(E); 0% = median of compound wells per plate | 370,000 compounds, 0.13% hits;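 active = inhibition above the mean of compounds falling within the control limits plus 3 SD of them, cut at about 14% in these data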;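 also: 0% = plate median of compound wells and 100% = 10 µM Aha-Tn7 peptide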
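assay system = human clot-derived fibrin DD(E) complex | quantity = Fibrin-DD(E) at 2 µM final | timing = 10 min preincubation, 3 h with tracer, room temperature | signal = fluorescence polarization | measure = percent inhibition | benchmarks = high control wells with 10 µM unlabelled Aha-Tn7 peptide (full inhibition) | replicates = singlicate testing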
ASAP1 inh: blocks human ASAP1-stimulated Arf1 GTP hydrolysis. Q9ULH1. GDP FP detection. inhibition, % at 16.5 µM. 360,000 compounds, 0.19% hits; in the data active = inhibition above about 25%;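 also: 0% = vehicle with enzyme and substrate and 100% = no enzyme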
TDP2 absorb: blocks human TDP2 phosphodiesterase activity; 370,000 compounds, 0.34% hits; recombinant TDP2, T5PNP hydrolysis, p-nitrophenol absorbance 415 nm; O95551; AID 720702; inhibition, % at 12.8 µM;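 active = inhibition above the mean of all tested compounds plus 3 SD, set per campaign, cut at about 25% in these data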;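 also: 0% = DMSO with enzyme and 100% = buffer with substrate but no TDP2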
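Material: recombinant human TDP2; quantity: TDP2 enzyme at 120 nM final; medium: Tris-HCl pH 7.5 with MgCl2; compound: single concentration, 12.8 µM nominal, with 1% DMSO; incubation: 2 h enzyme incubation at 37 °C; signal: epi absorbance; measure: percent inhibition; benchmarks: high control without enzyme, low control DMSO plus TDP2; repeats: singlicate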
KLK7 zymogen act: activators of human kallikrein-7 zymogen | P49862 | 370,000 compounds, 0.9% hits | activation, % at 7 µM | AID 652039 | purified proKLK7, EDANS-DABCYL substrate fluorescence; 100% is mature enzyme control, 0% vehicle;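 active = activation above the mean of all tested compounds plus 3 SD, computed per campaign excluding outliers beyond control limits, cut at about 13% in these data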
ADAM17 inh: inhibitors of human ADAM17. inhibition, % at 6.95 µM. recombinant ADAM17, EDANS/DABCYL FRET peptide cleavage. 370,000 compounds, 0.83% hits. P78536. AID 720648;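 active = inhibition above the mean of compounds lying between control limits plus 3 SD, set per campaign, cut at about 8.5% in these data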;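 also: 0% = DMSO-only wells as the low control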
ARFGAP1 inhibitor: inhibits rat ARF GTPase activating protein 1. AID 651572. Arfgap1-stimulated ARF1 GTP hydrolysis, GDP FP detection. 360,000 compounds, 0.26% hits. inhibition, % at 16.5 µM. Q62848;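 active = inhibition above a per-plate limit, mean inhibition of low control wells plus 3 SD, cut at about 25% in these data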;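 also: 0% = DMSO wells with enzyme and 100% = wells lacking Arfgap1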
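material = rat Arfgap1 catalytic domain, aa 1-136 | also added = human ARF1(Δ1-17)-GTP substrate | compound dosing = one concentration, 16.5 µM, DMSO 1.26% | times = GTP hydrolysis reaction 2 h at 25 °C | measured by = FP, GDP Alexa 633 tracer displaced from anti-GDP antibody, 620/688 nm | evaluation = percent inhibition of Arfgap1-stimulated GTP hydrolysis | replication = single well per compound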
Numbers without * were called inactive; / = no result given. No enrichment for hits; overall some 4.2% were active at least once.

1: COc1ccccc1C(CC(=O)N1CCCC1)c1ccc2c(c1)OCO2 (stereo unspecified)
2: O=C1CCC/C1=C/Nc1ccc2c(c1)OCO2
3: CCOC(=O)c1[nH]c(C)c(C(=O)N2CCN(c3cccc(Cl)c3)CC2)c1C
4: CC(C)CCNC(=O)CN(C(=O)CCC(=O)Nc1ccccn1)c1ccc(F)c(Cl)c1
5: COc1cc(C2=Nc3ccc(Br)cc3C(c3ccccc3)N2CC(=O)NN)cc(OC)c1OC (stereo unspecified)
6: COC(=O)c1ccc(SCc2cnc(Cl)s2)cc1
7: Nn1c(SCC(=O)N2c3ccccc3Sc3ccc(Cl)cc32)nnc1-c1n[nH]c2c1CCC2
8: C(#Cc1ccc(C#CCN2CCOCC2)cc1)CN1CCOCC1
9: CC1Cc2ccccc2N1C(=O)Cn1c(=O)oc2cc(S(=O)(=O)N3CCCCC3)ccc21 (stereo unspecified)
10: Cc1ccc2cc(CN(CCN(C)C)C(=S)Nc3ccccc3)c(=O)[nH]c2c1C
Assay by compound,1,2,3,4,5,6,7,8,9,10
LEDGF integ inh,2,3,-3,-3,-3,0,-3,1,-1,-2
ADAM10 inh,-8,-14,2,-4,-7,-10,5,-8,11,-16
Tn6 DDE FP,-5,21*,4,2,-6,-4,-11,-2,0,-8
PLCg1 inh,-4,-24,-2,1,-9,0,-1,-1,3,-5
DDE Tn7 FP inh,-12,12,-6,4,-1,7,4,3,5,-4
ASAP1 inh,4,0,9,2,0,4,/,8,6,9
TDP2 absorb,0,7,1,-7,1,7,2,9,8,5
KLK7 zymogen act,0.1,-0.8,-0.1,0.2,-0.7,0.3,0.0,0.1,0.5,-0.1
ADAM17 inh,-3,-6,-2,-4,-1,-3,7,-6,3,-7
ARFGAP1 inhibitor,6,-3,15,0,-3,6,/,-5,6,12

Single records (already shown).
Shown for `CCOC(=O)c1[nH]c(C)c(C(=O)N2CCN(c3cccc(Cl)c3)CC2)c1C` = LEDGF integ inh = -3; ADAM10 inh = 2; Tn6 DDE FP = 4; PLCg1 inh = -2; DDE Tn7 FP inh = -6; ASAP1 inh = 9; TDP2 absorb = 1; KLK7 zymogen act = -0.1; ADAM17 inh = -2; ARFGAP1 inhibitor = 15
Shown for `Cc1ccc2cc(CN(CCN(C)C)C(=S)Nc3ccccc3)c(=O)[nH]c2c1C` = LEDGF integ inh = -2; ADAM10 inh = -16; Tn6 DDE FP = -8; PLCg1 inh = -5; DDE Tn7 FP inh = -4; ASAP1 inh = 9; TDP2 absorb = 5; KLK7 zymogen act = -0.1; ADAM17 inh = -7; ARFGAP1 inhibitor = 12

(more compounds)
11: CC(C)C[C@@H](CN1CCCC1CN1C(=S)NC[C@@H]1Cc1ccccc1)N1C[C@H](Cc2ccc(O)cc2)N(CCc2ccccc2)C1=S (stereo partly specified)
12: COc1ccccc1CNC(c1ccccc1)c1ccccc1
13: COc1ccc(NC(=O)CN(C)C(=O)C(Sc2ccccc2)c2ccccc2)cc1 (stereo unspecified)
14: CC1CCCCN1C(=O)C12CCC(C)(/C(=N/O)C1)C2(C)C (stereo unspecified)
15: O=C(NC(=S)Nc1cccc(F)c1)c1cccc([N+](=O)[O-])c1
16: CSc1ccc(/C=C/C(=O)OCC(=O)N2CCc3ccccc32)cc1
17: Cc1ccc2nc(C3CCN(C(=O)NCc4ccccc4)CC3)[nH]c2c1
18: Cc1ccc(NC(=O)N2CCC(c3nc4c(nnn4Cc4c(F)cccc4Cl)c(=O)[nH]3)CC2)cc1
19: O=C(Nc1c2c(nc3c1CCC3)CCCC2)c1ccccn1
20: Cc1nc2c(C)cccn2c1C(=O)N/N=C/c1ccccc1[N+](=O)[O-]
Assay by compound,11,12,13,14,15,16,17,18,19,20
LEDGF integ inh,0,2,-5,0,-3,7,-7,-2,0,4
ADAM10 inh,-4,9,-15,-12,6,-42,2,4,3,-9
Tn6 DDE FP,-2,6,-2,8,3,-2,-9,0,0,4
PLCg1 inh,3,4,1,-6,0,-8,10*,-1,2,2
DDE Tn7 FP inh,-2,1,-2,2,3,3,1,3,-6,-9
ASAP1 inh,-7,-5,-6,11,0,1,3,-16,-5,-21
TDP2 absorb,-6,-20,-3,10,3,-5,-8,-8,-2,4
KLK7 zymogen act,0.2,-0.2,0.6,-0.2,-0.2,-1.2,-0.7,-0.1,0.2,0.2
ADAM17 inh,3,2,1,-4,-2,-12,0,-2,3,-3
ARFGAP1 inhibitor,8,8,1,1,-9,-4,4,-8,7,1

21: COc1ccc(Cn2nnnc2C(C(C)C)N2CCN(c3ccccc3OC)CC2)cc1 (stereo unspecified)
22: Cc1ccc(S(=O)(=O)c2ccc(-n3nc(C)cc3N)cc2)cc1
23: O=S(=O)(c1ccc(NC(=S)NN=Cc2ccccc2O)cc1)N1CCCCC1
24: Cc1ccc(S(=O)(=O)N2CCOC2CNC(=O)C(=O)NCC(C)C)cc1 (stereo unspecified)
25: COc1ccc(OC)c(S(=O)(=O)n2nnc3ccccc32)c1
26: COc1ccc(-c2nnc(SCC(=O)N3CCOCC3)o2)cc1
27: COc1ccc(S(=O)(=O)N2CCCCCC2)cc1C(=O)OCc1cccc(OC)c1OC
28: Cc1ccc(C(=O)NCc2ccc3c(c2)OCO3)c(C)c1
29: CCOC(=O)c1cccc(NC(=O)CC2Oc3ccccc3NC2=O)c1 (stereo unspecified)
30: O=C(NCc1ccncc1)[C@@H]1CCCN1C(=O)[C@@H]1CCCN1C(=O)c1ccccc1
Assay by compound,21,22,23,24,25,26,27,28,29,30
LEDGF integ inh,1,0,-2,-2,2,0,-3,1,0,6
ADAM10 inh,8,-7,-12,1,7,4,4,2,-1,2
Tn6 DDE FP,6,3,3,5,7,2,-9,-13,5,-2
PLCg1 inh,11*,0,-116,-1,-1,4,2,0,2,4
DDE Tn7 FP inh,-10,4,0,2,-4,0,-3,-2,-2,4
ASAP1 inh,-5,6,3,6,4,-15,5,5,-7,0
TDP2 absorb,-10,3,-2,-5,-17,1,-14,-8,1,-9
KLK7 zymogen act,0.3,0.4,-1.8,-0.3,-0.1,-0.5,0.1,-0.1,-0.4,-0.5
ADAM17 inh,6,-2,1,-3,3,0,5,-4,2,5
ARFGAP1 inhibitor,2,-3,12,9,9,3,-1,7,-14,3

Filtered by structure, those above with a nitro group on carbon (2)
15: O=C(NC(=S)Nc1cccc(F)c1)c1cccc([N+](=O)[O-])c1
20: Cc1nc2c(C)cccn2c1C(=O)N/N=C/c1ccccc1[N+](=O)[O-]
Assay by compound,15,20
LEDGF integ inh,-3,4
ADAM10 inh,6,-9
Tn6 DDE FP,3,4
PLCg1 inh,0,2
DDE Tn7 FP inh,3,-9
ASAP1 inh,0,-21
TDP2 absorb,3,4
KLK7 zymogen act,-0.2,0.2
ADAM17 inh,-2,-3
ARFGAP1 inhibitor,-9,1

Remaining list, next part
31: CC(C)OC(=O)CSc1nc(-c2ccc(F)cc2)nc2ccc(F)cc12
32: O=C(O)C(C1CCCCC1)C1(O)CCCC1 (stereo unspecified)
33: O=C(Nc1ccc(S(=O)(=O)Nc2ncccn2)cc1)c1ccccc1NS(=O)(=O)c1ccc(Cl)cc1
34: C[C@@H]1CN([C@H](C)CO)C(=O)c2cc(Br)cnc2O[C@@H]1CN(C)C(=O)Nc1ccccc1
35: COc1ccc(CN(C)C(=O)[C@H]2O[C@@H](n3ccc(=O)[nH]c3=O)[C@H](O)[C@@H]2O)cc1OC
36: CCN(CC(=O)Nc1ccc(NC(C)=O)cc1)C(=O)c1ccc(S(=O)(=O)N2CCCC2)cc1
37: CCNC(=O)c1c(C)nc2ccccn12
38: COc1ccc(N2CCN(C(=O)c3cc(C)oc3C)CC2)cc1
39: CCCn1c(=O)c2ccccc2n2c(SCc3nnc(-c4ccccc4Br)o3)nnc12
40: COc1ccc(N(C(=O)CNC(=O)c2ccco2)C(C(=O)NC2CCCC2)c2ccco2)cc1 (stereo unspecified)
Assay by compound,31,32,33,34,35,36,37,38,39,40
LEDGF integ inh,3,1,4,-2,-2,0,0,-2,0,2
ADAM10 inh,10,-10,-14,-14,-15,-5,-1,-1,10,-6
Tn6 DDE FP,2,2,4,4,3,-6,-8,-9,-1,1
PLCg1 inh,4,0,-4,3,1,4,-1,-2,-5,0
DDE Tn7 FP inh,5,-1,-1,-13,-1,1,4,7,4,-3
ASAP1 inh,-11,1,0,2,-3,3,10,-7,4,-7
TDP2 absorb,-12,4,2,8,1,12,4,9,8,11
KLK7 zymogen act,0.0,-0.1,-0.1,0.3,0.6,0.0,-0.8,-0.1,-0.2,-0.9
ADAM17 inh,2,-7,-3,0,1,-5,-4,-2,-3,-1
ARFGAP1 inhibitor,4,-3,19,-2,5,-9,-16,3,6,2

41: CCc1cccc2c(-c3csc(=NC)n3C)c[nH]c12
42: O=C(c1ccco1)N(Cc1ccc(Cl)cc1)C1CCS(=O)(=O)C1 (stereo unspecified)
43: N/C(=N\OC(=O)CCCOc1ccccc1)c1cccc([N+](=O)[O-])c1
44: CCc1ccccc1NC(=O)C1CCN(S(C)(=O)=O)CC1
45: O=C1NN(c2cccc(Br)c2)C(=O)/C1=C/c1cccs1
46: COc1ccc(C(=S)N2CCN(C)CC2)cc1
47: CCNc1nc(NCC)n2c(SCC(=O)Nc3cc(OC)ccc3OC)nnc2n1
48: O=C(O)C1Oc2ccccc2C1c1ccccc1 (stereo unspecified)
49: O=C(NC1CCCC1)C1CC(=O)N(c2ccc(F)cc2)C1 (stereo unspecified)
50: O=C(NOCc1ccccc1)c1coc(-c2ccccc2)n1
51: CC1CC(C)CN(S(=O)(=O)c2ccc(C(=O)NNC(=O)c3ccccc3F)cc2)C1 (stereo unspecified)
Assay by compound,41,42,43,44,45,46,47,48,49,50,51
LEDGF integ inh,-1,3,0,1,2,2,1,-2,-4,1,-1
ADAM10 inh,3,6,-6,0,0,-1,-9,-8,-6,-7,1
Tn6 DDE FP,6,6,1,4,0,2,-4,-4,-1,0,0
PLCg1 inh,1,3,-1,2,1,4,7,-5,3,-1,6
DDE Tn7 FP inh,5,0,4,-5,-2,3,-3,9,-1,-4,2
ASAP1 inh,4,-3,16,6,-2,3,-10,1,-6,9,5
TDP2 absorb,4,-5,-4,-4,-3,-4,5,8,-17,-5,-5
KLK7 zymogen act,-0.6,0.1,0.3,1.0,-0.2,0.0,-0.3,0.4,-0.2,-0.1,0.0
ADAM17 inh,-1,2,0,-1,-1,2,-4,-6,-2,-4,-2
ARFGAP1 inhibitor,-7,7,5,10,-9,0,11,7,-6,5,-14
